dFosB activator = activators of delta FosB homodimer, primary screen, biochemical, fluorescence polarization, TAMRA-CDK5 oligo, single point; Protein FosB (Mus musculus), P13346; purified delta FosB; percent of positive-control signal above neutral wells; activation, % at 25 µM; hit rate 0.99% among 340,000; AID 493131, 2011;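 active = mean activation above about 17%, with every replicate also reaching it, limit read from the data, passing the limit was not always enough; inconclusive = only one of the two conditions met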;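 also: fluorescence polarization rise as delta FosB binds a TAMRA Cdk5 AP-1 oligo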
SR-BI uptake up = activators of SR-BI mediated DiI-HDL uptake, primary screen, ldlA[mSR-BI] CHO cells, DiI fluorescence; 3 h; 100 = double the neutral-control signal; AID 504775, 2011; hit rate 0.096% among 320,000; activation, % at 12.5 µM;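 active = mean replicate activation of at least 60% and every replicate at or above 60%; inconclusive = mean or all-replicate condition met, but not both; inactive = mean below 60% and not all replicates reaching 60%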;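 also: 0% = median plate neutral-control signal and 100% = twice that signal; values of inactives mirror those of a sister screen read the other way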
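Material: SR-BI-overexpressing, LDLR-lacking CHO cells; schedule: compound exposure 3 h, 37 °C; reagent: DiI-labelled HDL at 10 µg/mL final; technique: bottom-read fluorescence, 550/595 nm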
MITF act = activators of MITF-driven TRPM1 promoter reporter, primary screen, cell-based, SK-MEL-5, luciferase, single point; hit rate 0.75% among 300,000; AID 588334, 2011; SK-MEL-5 TRPM1-promoter luciferase, 24 h; % of positive control, neutral wells = 0; activation, % at 12.5 µM;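 active = mean activation of at least 80% with every replicate also reaching 80%; inconclusive = mean reaches 80% but some replicate falls short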;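 also: 0% = neutral control wells and 100% = parthenolide positive control wells; values of inactives mirror those of a sister screen read the other way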
SR-BI HDL uptake = inhibitors of SR-BI mediated HDL lipid uptake, primary screen, ldlA[mSR-BI] cells, fluorescence, single point; Scavenger receptor class B member 1 (Mus musculus), Q61009; ldlA[mSR-BI] CHO cells, DiI-HDL uptake fluorescence, 3 h; hit rate 0.96% among 320,000; AID 488896, 2010; inhibition, % at 12.5 µM;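 active = mean replicate inhibition of at least 70% and a set share of replicates each scoring 70 or more; inconclusive = meets just one of the two criteria; inactive = fails both criteria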;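 also: 0% = median of neutral control wells and 100% = median of positive control wells; values of inactives mirror those of a sister screen read the other way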
CAL PDZ FP-1 = CAL PDZ peptide-binding inhibitors, primary screen, biochemical, fluorescence polarization, Cer-tagged CAL PDZ, HTS; purified CAL PDZ, TMR-peptide fluorescence polarization, 1 h; inhibition, % at 20 µM; hit rate 0.02% among 330,000; AID 504414, 2011;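 active = highest replicate inhibition of at least 40%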;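 also: plate controls were DMSO neutral control wells for no effect and unlabeled competitor peptide control wells for full effect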
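Test system: purified CerCALP PDZ construct; Compound dosing: one concentration, 20 µM compound; Also added: TMR-labelled reporter peptide T*-PRC34 bound in PDZ groove; Read-out: inhibition from polarization loss; Controls: unlabelled peptide and DMSO controls; Signal: FP readout, S and P plane fluorescence; Incubation: 1 h at RT.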
NSD2 HMT inh = NSD2 histone methyltransferase inhibitors, primary screen, biochemical, AlphaScreen, single concentration, set 2; Histone-lysine N-methyltransferase NSD2 (Homo sapiens), O96028; NSD2 peptide methylation, 120 min; inhibition, % at 12.5 µM; hit rate 0.54% among 310,000; in the data active = inhibition above about 50%
PfHsp90 set2 = growth inhibition of PfHsp90-expressing yeast, primary screen, antimalarial PfHsp90 inhibitor project, S. cerevisiae, BacTiter-Glo luminescence, single point, set 2; BacTiter-Glo ATP, 48 h; yeast lacking PDR1 and PDR3 efflux regulators; inhibition, % at 9.4 µM; hit rate 0.32% among 310,000; AID 504621, 2011;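 active = every replicate shows inhibition above about 80%, whatever the replicate mean, limit read from the data; inconclusive = mean inhibition reaches the set limit but some replicate falls short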;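 also: 0% = DMSO neutral controls and 100% = 20 µM radicicol positive controls; yeast relying on Plasmodium falciparum Hsp90 in place of its own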
CAL PDZ FP-2 = untagged CAL PDZ binding inhibitors, primary screen, biochemical, fluorescence polarization, HTS. AID 602252, 2012. hit rate 0.92% among 300,000. inhibition, % at 24.9 µM. Golgi-associated PDZ and coiled-coil motif-containing protein (Homo sapiens), Q9HD26. purified CAL PDZ, TMR-peptide fluorescence polarization, 1 h;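 active = mean inhibition of at least 30% with at least half of replicates also reaching 30%; inconclusive = no clear call, values can overlap the other calls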;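 also: 0% = DMSO neutral control and 100% = excess unlabeled competitor peptide PRC23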
Rtt109 Vps75 = inhibitors of C. albicans Rtt109/Vps75 HAT, primary screen, biochemical, ThioGlo CoA-SH fluorescence, plate reader; inhibition, % at 34.9 µM; Histone acetyltransferase RTT109 (Candida albicans (strain SC5314 / ATCC MYA-2876)), …; hit rate 0.16% among 330,000; purified Rtt109/Vps75, 4 h;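 active = inhibition of at least 50% in every replicate; inconclusive = best replicate reaches 50% inhibition but some replicates fall short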
PvdQ inh = P. aeruginosa PvdQ acylase inhibitors, primary screen, biochemical, fluorescence, plate reader and imaging, single point; purified PvdQ acylase; inhibition, % at 10 µM; hit rate 0.063% among 340,000; AID 488965, 2010; in the data active = inhibition above about 30%, passing the limit was not always enough; inconclusive = no clear call, values can overlap the other calls;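 also: 0% = vehicle neutral wells and 100% = reference inhibitor wells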
* = called active by the depositor; ? = inconclusive; · = not tested or not shown.

Compound,dFosB activator,SR-BI uptake up,MITF act,SR-BI HDL uptake,CAL PDZ FP-1,NSD2 HMT inh,PfHsp90 set2,CAL PDZ FP-2,Rtt109 Vps75,PvdQ inh
CC(=O)N(/C=C1\SC(=S)N(c2ccccc2)C1=O)c1ccccc1,-7.0,-14.6,5.7,14.6,-2.1,3.2,3.3,34.9*,9.1,-6.1
CCOC(=O)c1cnc2c(C)cc(C)cc2c1NCCCN1CCOCC1,15.9,8.8,·,-8.8,-1.4,1.5,2.6,·,3.6,4.8
COc1ccnc(N2CCN(c3ccc(Cl)cc3)CC2)c1C#N,2.5,-27.3,9.8,27.3,-0.5,-0.7,19.4,-2.6,-3.7,-5.8
Cc1cc2ncn(S(=O)(=O)c3ccc(S(N)(=O)=O)cc3)c2cc1C,0.6,15.3,8.9,-15.3,-1.4,-3.0,-27.1,-0.4,0.0,-27.4
Cc1cc(C)cc(N(C(=O)c2ccco2)C(C(=O)NC2CCCC2)c2ccncc2)c1 (configuration not stated),-6.8,·,11.9,·,-3.0,26.9,5.2,4.5,·,9.3
CC1C(=O)N2CCCc3cc(S(=O)(=O)N(C)CCC#N)cc1c32 (configuration not stated),1.2,6.1,-2.6,-6.1,-2.5,-1.3,6.4,-1.7,-4.0,-1.1
O=C(C(c1ccccc1)C(O)c1ccccc1)N1CCOCC1 (configuration not stated),0.6,-29.0,0.5,29.0,0.3,-0.6,-4.3,2.6,-3.9,-3.8
COc1ccc(N2CC(NC(=O)c3cccc4ccccc34)CC2=O)cc1OC (configuration not stated),-7.9,4.8,0.7,-4.8,-5.2,1.3,·,0.4,-5.0,-16.6
Cc1cccc(C)c1OCCCCn1cnc2ccccc2c1=O,-11.1,5.3,1.2,-5.3,-1.6,2.1,7.5,·,-0.3,-1.5
CCOc1ncccc1C(=O)Nc1ccc(F)c(Cl)c1,-0.5,2.8,-5.1,-2.8,-1.4,-0.6,-14.5,-5.3,-4.1,-16.9
Cc1cc(C)c(C(=O)O)c(CC(C)(C)C(=O)O)c1,-6.0,12.5,7.7,-12.5,-0.9,1.9,-2.2,-2.1,-3.8,5.0
CN(CC(=O)Nc1cccc(F)c1)CC(=O)Nc1cccc(S(=O)(=O)N2CCCCC2)c1,-12.3,3.8,-8.3,-3.8,-1.3,-0.1,-1.3,-2.1,7.6,1.1
Cc1c(C(=O)N(Cc2cccc(Br)c2)C2CCS(=O)(=O)C2)oc2ccc(F)cc12 (configuration not stated),-14.7,-11.0,-2.9,11.0,-1.2,3.7,-9.8,3.1,4.4,-9.8
O=C(/C=C/c1ccc2c(c1)OCO2)N1CCCCC1,3.0,6.0,·,-6.0,0.3,0.1,-0.4,-6.8,-4.0,-1.6
[O-]C1=N/[N+](=C/c2ccccc2Cl)CC1,-12.6,1.4,-5.3,-1.4,-2.0,-0.9,-7.4,-3.4,4.1,-9.3
COc1cc(C(C)=O)ccc1OCC(=O)Nc1cc(Cl)ccc1-n1cncn1,-1.9,-51.2,-11.2,51.2,-2.0,-0.2,·,-5.8,1.8,-8.7
Cc1ccc(NC(=O)C(NC2CCCc3ccccc32)c2ccccc2)c([N+](=O)[O-])c1 (configuration not stated),-8.3,3.2,-13.8,-3.2,0.7,0.7,3.3,-0.8,3.2,-4.4
O=C(CCS(=O)(=O)c1ccccc1)N(CCCN1CCOCC1)c1nc2c(F)cccc2s1,-0.2,9.2,19.3,-9.2,3.7,0.5,10.2,-0.5,-1.1,-17.7
CC(=O)c1ccc(S(=O)(=O)N2CCN(c3ccccc3F)CC2)cc1,-1.7,1.9,12.8,-1.9,31.7,-2.6,-27.8,-12.8,13.0,-14.2
CCCCOC(=O)c1ccc(NS(=O)(=O)c2cc(-c3nnnn3CC)ccc2OC)cc1,1.1,-7.5,-5.6,7.5,·,-2.0,4.9,-17.3,30.0,-10.5
Cc1ccc(CNC(=O)C2CC(=O)N(C3CCCC3)C2)cc1 (configuration not stated),-0.5,28.8,-4.5,-28.8,0.1,-2.1,6.6,2.3,2.2,-2.4
O=C1C(Cc2ccc(O)cc2)NC(=S)N1Cc1ccccc1 (configuration not stated),-5.3,12.9,-6.1,-12.9,-1.7,-1.1,-20.5,-3.4,-4.2,-7.6
COc1ccc(CCNC(=O)c2ccc(N3CCCCS3(=O)=O)cc2)cc1OC,-9.3,-78.9,0.5,78.9*,-2.0,0.1,-3.1,-4.7,16.3,11.6
Cc1ccc(C(=O)N2CCN(c3ccccc3F)CC2)cc1NC1=NC2CS(=O)(=O)CC2S1 (configuration not stated),-6.2,14.1,-2.7,-14.1,-0.8,-1.6,-45.8,2.6,-2.2,-10.8
CCOc1ccc(C(=O)OCCCN(C)C)cc1,4.0,-2.9,6.4,2.9,0.2,-2.8,-6.5,-1.2,-8.3,-0.4
CCCCNC(=O)CCn1c(=O)c2ccccc2n(Cc2ccccc2C)c1=O,-3.7,2.5,-7.4,-2.5,-1.1,-7.0,-25.0,·,-12.5,-1.5
COc1ccc(C(=O)Nc2ccc(CN3CCS(=O)(=O)CC3)cc2)cc1,0.5,-27.2,·,27.2,0.1,-0.1,-8.2,·,-7.1,6.2
Cc1ccc(S(=O)(=O)N2CC(=O)Nc3ccccc32)cc1C,2.3,15.8,-3.7,-15.8,-0.5,-0.8,-11.4,-1.6,1.0,10.5
Cc1c(CC=C(Cl)Cl)c(=O)[nH]c2c(C)cccc12,-0.9,19.9,6.8,-19.9,-2.5,0.4,-4.7,-2.3,1.8,5.3
Cc1ccc(/C=N/n2cnnc2)s1,4.2,15.3,·,-15.3,-0.9,1.6,-0.6,-6.8,-8.3,2.5
O=C(COC(=O)C1CC2CCCC(C1)C2=O)Nc1nc(-c2ccc(F)c(F)c2)cs1 (configuration not stated),-3.4,-2.4,41.4,2.4,-1.2,-2.9,3.5,-2.9,0.8,-2.0
Cc1cc2cc(CCNC(=O)C(C)C)c(=O)[nH]c2cc1C,3.4,2.7,8.6,-2.7,-3.6,-3.0,-13.5,-1.4,2.6,-4.2
CCN(Cc1ccccc1)C(=O)CC(=O)N(CC)Cc1ccccc1,-1.5,·,-6.3,·,-4.2,-0.7,-37.2,-3.9,-5.3,-18.3
O=C(CSc1nnc(Cc2ccccc2)n1Cc1ccco1)NC1CCCC1,-2.0,20.2,9.5,-20.2,-0.2,-2.1,-0.1,·,-9.1,-8.2
CCn1nnc(NC(=O)c2ccccc2Br)n1,-14.3,50.8,50.6,-50.8,·,-3.4,·,-1.1,-2.1,1.4
O=S(=O)(NCc1ccccc1)c1ccc(S(=O)(=O)N2CCCCC2)cc1,10.5,6.5,-4.1,-6.5,-0.3,0.1,-1.6,1.8,-16.3,-10.2
O=C(CCC(=O)OCC(F)(F)C(F)F)Nc1ccccc1F,0.7,-3.6,-1.1,3.6,-1.7,-0.1,-13.5,-10.7,1.9,-18.2
O=C(c1ccccc1)N1CCN(C(=S)NCc2ccc3c(c2)OCO3)CC1,-5.0,10.6,4.6,-10.6,-3.3,-2.2,-1.7,-2.3,-4.0,-4.5
CCC(Sc1nc2ccsc2c(=O)n1-c1ccc(Cl)c(C)c1)C(=O)NCc1ccco1 (configuration not stated),-0.2,-25.5,-8.6,25.5,-0.1,-2.2,-25.8,·,20.1,-16.3
CCOC(=O)CCCCC(=O)c1[nH]c(=O)[nH]c1CSc1nnc2c3ccccc3n(C(C)C)c2n1,?,-58.4,12.5,58.4,0.0,9.2,5.9,-1.7,3.9,2.1
CCN(C(=O)COC(=O)C1CCN(S(=O)(=O)c2ccc(C)c(C)c2)CC1)C1CCS(=O)(=O)C1 (configuration not stated),-19.0,0.5,2.3,-0.5,-3.2,-0.9,-31.8,·,-5.2,-5.9
CN(Cc1nc2ccccc2n1C)c1ccccc1,3.7,20.8,·,-20.8,0.8,3.5,6.5,-1.3,-12.3,9.8
CC1N(C(=O)N2CCOCC2)CCN1S(=O)(=O)c1cccc(C(F)(F)F)c1 (configuration not stated),-4.2,·,-2.4,·,-0.5,-2.8,8.1,-1.8,9.2,1.1
CN(C(=O)c1ccc(NC(=O)Cc2ccc(NC(=O)C3CCCN(C(=O)c4ccccc4)C3)cc2)cc1)C1CCCC1 (configuration not stated),-8.4,-3.7,-0.6,3.7,1.4,·,10.8,-6.6,3.6,1.2
CCCn1c(NCc2cccc(OC)c2OC)nc2ccccc21,-0.8,-32.1,·,32.1,-3.3,-3.3,7.6,-0.5,·,-1.1
COc1ccc(Cc2nnc(N/N=C/c3ccc(O)cc3)[nH]c2=O)cc1OC,-2.7,-1.3,-57.5,1.3,-4.0,-0.3,45.0,4.7,4.9,-12.3
CNC(=O)CCCN1C(=O)c2ccccc2Sc2ncccc21,-0.5,-15.8,-4.9,15.8,0.5,-0.2,14.9,0.4,5.0,-18.7
Cc1cc(Nc2ccc3c(c2)OCCO3)n2ncnc2n1,4.3,1.4,·,-1.4,-0.2,0.5,-0.3,-3.3,-2.2,-8.9
CCC(=O)N1CCc2cc(Br)cc(S(=O)(=O)CC(=O)OC)c21,1.3,-11.1,-5.1,11.1,-0.1,·,·,-1.3,-10.5,-10.9
Cc1nc2cc(C(=O)O)ccc2n1-c1ccc(F)cc1F,-6.2,4.1,10.4,-4.1,-0.7,0.6,·,-1.2,-6.9,-10.0
Cc1ccc(S(=O)(=O)NCCc2c[nH]c3ccccc23)cc1,-2.9,-1.5,-6.0,1.5,0.1,2.0,3.1,-4.0,-3.6,-2.8
